# Fam108B counter: counter-screen for RBBP9 inhibitors: inhibitors of mouse Fam108B. recombinant Fam108B, FP-Rh probe fluorescence polarization. hit rate 0.33% among 300,000. inhibition, % at 9.51 µM. AID 1947;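 active = inhibition above the screen mean inhibition plus 3 SD, computed separately per campaign, cut at about 18% in these data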;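 note: inhibitors lower polarization as less probe binds the enzyme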
# TPT1 inh: C. albicans TPT1 enzyme inhibition; recombinant caTPT1, FP RNA substrate dephosphorylation; inhibition, % at 5 µM; hit rate 0.81% among 300,000; AID 1962;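 active = inhibition above the mean of all tested compounds plus 3 SD, set per screening campaign, cut at about 24% in these data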;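 note: plate controls were DMSO alone for no effect and ferristatin control at 100 nM for full effect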
# Bcl-xL primary: Bcl-xL (human) inhibition. Q07817. GST-Bcl-xL / FITC-Bim BH3 peptide fluorescence polarization. inhibition, % at 10.9 µM. hit rate 0.7% among 320,000;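 active = inhibition above the mean of all tested compounds plus 3 SD, cutoff set per campaign, cut at about 30% in these data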;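 note: 0% = DMSO wells and 100% = unlabeled Bim-BH3 peptide competitor; inhibitors lower millipolarization by displacing the labeled peptide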
# Target sequence (Q07817 whole entry, looked up): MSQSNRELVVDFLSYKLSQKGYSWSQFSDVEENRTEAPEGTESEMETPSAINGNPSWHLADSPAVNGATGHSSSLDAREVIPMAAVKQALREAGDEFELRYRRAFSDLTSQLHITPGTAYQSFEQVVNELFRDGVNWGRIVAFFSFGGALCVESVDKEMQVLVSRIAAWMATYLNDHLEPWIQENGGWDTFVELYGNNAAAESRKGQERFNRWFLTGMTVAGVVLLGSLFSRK
# GLD-1 RNA inh: GLD-1-TGE RNA interaction inhibition (C. elegans); Q17339; purified GLD-1 + fluorescein TGE RNA, fluorescence polarization; inhibition, % at 5.96 µM; hit rate 0.44% among 320,000; AID 2280;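 active = percent inhibition above a per-plate cutoff, the plate mean of test compounds plus 3 SD, cut at about 30% in these data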;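 note: 0% = DMSO wells with GLD-1 and probe and 100% = wells lacking GLD-1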
# MCL1-BIM inh: MCL1-BIM-BH3 interaction inhibition (human); GST-MCL1 / FITC-Bim-BH3 fluorescence polarization; hit rate 0.68% among 320,000; inhibition, % at 10.9 µM; Q07820;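 active = inhibition above the mean inhibition of all tested compounds plus 3 SD, set per campaign, cut at about 40% in these data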;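 note: 0% = DMSO wells and 100% = unlabeled Bim-BH3 peptide control; higher means more loss of mP so more displacement of Bim peptide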
# Target sequence (Q07820 whole entry, looked up): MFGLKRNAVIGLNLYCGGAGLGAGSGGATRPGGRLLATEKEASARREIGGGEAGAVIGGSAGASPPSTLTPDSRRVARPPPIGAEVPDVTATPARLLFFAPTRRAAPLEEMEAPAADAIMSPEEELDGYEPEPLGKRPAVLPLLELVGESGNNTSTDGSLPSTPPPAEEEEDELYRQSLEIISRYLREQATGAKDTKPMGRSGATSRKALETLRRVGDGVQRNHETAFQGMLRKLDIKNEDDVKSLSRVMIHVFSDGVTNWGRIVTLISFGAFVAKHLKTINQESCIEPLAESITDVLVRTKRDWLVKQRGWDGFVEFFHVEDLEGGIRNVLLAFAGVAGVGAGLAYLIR
# PAD4 FP inh: PAD4 (human) enzyme inhibition | Q9UM07 | recombinant PAD4, RCA probe fluorescence polarization | inhibition, % at 6.36 µM | hit rate 0.41% among 330,000 | AID 485272;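 active = percent inhibition above a cutoff equal to the mean of all tested compounds plus 3 SD, cut at about 15% in these data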;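 note: 0% = PAD4 with RCA probe and DMSO and 100% = probe without PAD4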
# MEX-5 binding: C. elegans MEX-5 TCR-2 RNA binding activity | Q9XUB2 | MEX-5/FITC-TCR2 RNA binding, fluorescence polarization; active compounds read low | activity score (negative = inhibition of binding), % at 10 µM | hit rate 0.38% among 300,000 | AID 1832;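 active = inhibition past about -25% in most replicates, and total fluorescence under double the plate's negative control median, limit read from the data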;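 note: 0% = DMSO and -100% = 5 µM competing unlabeled TCR2 RNA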
# PME-1 inh: blocks human protein phosphatase methylesterase 1 | Q9Y570 | recombinant PME-1, FP-Rh probe fluorescence polarization | inhibition, % at 5.9 µM | hit rate 0.53% among 320,000;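 active = inhibition above the campaign mean of all compounds plus 3 SD, cut at about 26% in these data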;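 note: competitive labeling of PME-1 active site by serine hydrolase directed probe; 0% = PME-1 with DMSO and 100% = wells lacking PME-1 enzyme; inhibitors block probe labeling so polarization falls and inhibition rises; many of its hits are not listed in these tables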
# Target sequence (Q9Y570 whole entry, looked up): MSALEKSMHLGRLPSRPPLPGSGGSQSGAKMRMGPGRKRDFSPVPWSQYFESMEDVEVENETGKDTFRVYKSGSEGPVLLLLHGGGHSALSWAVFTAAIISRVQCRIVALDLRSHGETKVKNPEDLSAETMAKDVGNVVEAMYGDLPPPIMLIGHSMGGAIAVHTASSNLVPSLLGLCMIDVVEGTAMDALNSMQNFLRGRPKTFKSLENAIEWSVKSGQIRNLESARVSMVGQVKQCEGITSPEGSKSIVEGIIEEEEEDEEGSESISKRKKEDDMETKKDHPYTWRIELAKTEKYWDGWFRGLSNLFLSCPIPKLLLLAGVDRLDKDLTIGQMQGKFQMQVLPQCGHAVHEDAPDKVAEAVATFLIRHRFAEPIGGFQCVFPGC
# GSTO1 inh: blocks human GSTO1 in RBBP9 counter-screen. recombinant GSTO1, activity-based probe fluorescence polarization. AID 1974. P78417. hit rate 1.1% among 300,000. inhibition, % at 5.96 µM;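 active = inhibition above the campaign mean inhibition plus 3 SD, cut at about 35% in these data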;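 note: 0% = GSTO1-1 with DMSO and 100% = wells lacking GSTO1-1 enzyme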
# * marks the source's active call; other numbers are inactive results; nt = no result given. Not all compounds are listed, so the mix of outcomes need not match the whole.
SMILES,Fam108B counter,TPT1 inh,Bcl-xL primary,GLD-1 RNA inh,MCL1-BIM inh,PAD4 FP inh,MEX-5 binding,PME-1 inh,GSTO1 inh
Cc1ccc(NC2Nc3cc(C)nn3S2)c(C)c1 (stereo not drawn),-3,0,-34,5,-21,5,1.4,4,3
COC(=O)c1cnn(-c2ccccc2)c1C(OC)OC,2,3,-7,6,-2,18*,0.7,-2,-1
O=C(CCC(=O)N1CCSc2ccccc21)NC1CCCCC1,1,-2,2,-8,4,2,2.6,5,1
COc1ccc(C(=O)Cc2ccc(OC)c(OC)c2)cc1,0,-1,4,-1,1,0,0.5,-6,-2
O=C(COc1ccccc1)NCc1n[nH]c(=S)n1-c1ccccc1,-2,-1,-10,-2,-4,4,1.4,4,-3
COc1cc(N)c(Cl)cc1C(=O)OCC(=O)NC1CCCC1,-2,0,-2,-3,-3,-4,-0.1,1,-2
CCOc1ccc(CCNC(=O)COC(=O)CNS(=O)(=O)c2ccc(NC(C)=O)cc2)cc1OCC,-1,5,-3,-1,-8,-1,3.4,-1,-9
COc1ccc2nc3oc(C(=O)NCCCOC(C)C)cc3cc2c1,6,-4,6,0,10,-1,3.9,0,-1
CCN(CC)CCN1C(=O)C(=O)/C(=C(/O)c2c(C)[nH]c(C(=O)OC)c2C)C1c1ccco1 (stereo not drawn),-1,-1,8,-7,7,-1,1.8,-3,4
O=C(Nc1cc([N+](=O)[O-])ccc1N1CCCC1)c1cccs1,6,5,-2,-3,-11,-5,2.0,7,1
Nn1c(SCc2nc3ccccc3[nH]2)nnc1-c1cccnc1,0,-4,2,1,3,-5,-0.7,7,-4
CCC(=O)NC(c1ccccc1Cl)c1c(O)ccc2ccccc12 (stereo not drawn),18*,-4,6,-1,9,-2,0.9,47*,-6
O=C(O)CC(CC(=O)Nc1ccc(C(=O)O)cc1)c1ccccc1 (stereo not drawn),6,1,8,-4,5,2,2.0,-1,2
CN(C)C(=O)Cn1c(SCC(=O)Nc2ccc3c(c2)OCO3)nc2ccccc21,-1,4,3,6,5,2,-0.9,-6,-3
Cc1cccc(CN2CCC(C(=O)Nc3ccc(Oc4cccnc4)cc3)CC2)c1,-1,2,4,3,-1,0,-2.3,5,-1
COc1ccc(OC)c(NC(=O)c2cc(OC(C)=O)cc(C(=O)Nc3cc(OC)ccc3OC)c2)c1,1,0,-4,1,-6,0,4.5,-4,-5
COc1cc2[nH]c(=O)n(CCC(=O)N3CCN(c4cccc(C)c4C)CC3)c(=O)c2cc1OC,-1,3,1,-2,3,-7,-0.4,-4,0
Cc1cccc(C)c1NC(=O)COC(=O)CSc1nnc(N)s1,-1,0,0,7,1,4,1.1,4,0
CC(=O)C(Cc1ccccc1)NC(=O)CN1CCc2ccccc2C1 (stereo not drawn),3,-5,3,-2,6,-7,-0.1,-1,10
CC(=O)N1CCN(c2ccc(N)cc2)CC1,nt,nt,4,2,-1,25*,nt,1,nt
COc1ccc(CN(CC(=O)NCc2ccc(F)cc2)C(=O)c2csnn2)cc1,2,2,5,-3,15,-3,-1.9,-6,0
O=C(c1ccccc1F)N(Cc1nc2ccccc2c(=O)[nH]1)C1CCCC1,0,4,4,9,7,-1,-0.3,-3,-8
O=C(NC1CCCCC1NC(=O)c1cccs1)c1cccs1 (stereo not drawn),2,-1,2,-4,-2,-3,-1.0,2,1
Cc1ccc(S(=O)(=O)c2nc(S(C)(=O)=O)sc2N2CCCC2)cc1,-2,0,4,-2,-2,-1,-1.7,-4,-9
Cc1ccccc1N1C(=O)C2ON(c3ccccc3)C(c3cccnc3)C2C1=O (stereo not drawn),-1,3,4,4,4,-1,-1.6,-3,-2
CC(c1ccco1)N(C(=O)c1cc(Cl)cc(Cl)c1)c1ccccn1 (stereo not drawn),3,-1,2,13,5,3,-1.4,-2,5
CCOC(=O)CC(=O)Nc1nnc(C(C)C)s1,1,3,5,0,3,-6,2.2,-3,-3
CCOc1ccc(OCC)c(NC(=O)CSc2nnnn2CC)c1,1,-5,-1,2,3,1,0.2,2,5
CCN(C(=O)COC(=O)c1ccccc1NCCO)c1cccc2ccccc12,3,2,-2,6,0,-1,0.7,4,4
CCOCCCNC(=S)N(Cc1ccccc1)Cc1nc2ccccc2c(=O)[nH]1,1,-1,0,1,4,-2,3.0,5,3

# Sorted by the number under PAD4 FP inh (high to low): 3 of the compounds above
molecule	TPT1 inh	Bcl-xL primary	GLD-1 RNA inh	MCL1-BIM inh	PAD4 FP inh	MEX-5 binding	PME-1 inh
Cc1cccc(C)c1NC(=O)COC(=O)CSc1nnc(N)s1	0	0	7	1	4	1.1	4
CCN(C(=O)COC(=O)c1ccccc1NCCO)c1cccc2ccccc12	2	-2	6	0	-1	0.7	4
CCOCCCNC(=S)N(Cc1ccccc1)Cc1nc2ccccc2c(=O)[nH]1	-1	0	1	4	-2	3.0	5

# Continuation.
SMILES,Fam108B counter,TPT1 inh,Bcl-xL primary,GLD-1 RNA inh,MCL1-BIM inh,PAD4 FP inh,MEX-5 binding,PME-1 inh,GSTO1 inh
CCC(c1nnc(SCC(=O)NCCc2ccc(Cl)cc2Cl)o1)N(C)C (stereo not drawn),0,-3,5,0,13,1,1.1,-3,3
O=C(c1ccccc1)N1CCN(C(=O)c2cc3nc(-c4ccccc4)cc(C(F)(F)F)n3n2)CC1,-1,3,0,-3,-1,0,-2.4,17,-2
COc1ccccc1NC(=O)Nc1ccccc1C#N,1,-1,4,-25,1,-1,1.5,6,-3
COc1ccc(OC)c(CN2CCC(Cc3ccccc3)CC2)c1,0,4,1,3,-6,-1,0.1,1,8
CCN(CC)CCC(c1ccc(N(C)C)cc1)c1c(OC)cc(OC)c2ccc(=O)oc12 (stereo not drawn),0,1,-3,-7,-5,-7,0.2,3,-4
Cn1c(CNS(=O)(=O)c2ccc(Br)cc2)n[nH]c1=S,-3,-1,-3,5,0,-1,-2.1,0,3
CC(C)c1cccc(C(C)C)c1NC(=O)COC(=O)c1ccc2c(c1)S(=O)(=O)c1ccccc1C2=O,1,-1,-2,-4,0,-3,nt,4,3
Oc1cccc(Nc2nc(NCC3CCCO3)c3ccccc3n2)c1 (stereo not drawn),-1,-2,4,-3,5,-5,1.2,-19,1
Cc1ccc(C(=O)COC(=O)C2CC(=O)N(c3nc(-c4ccccc4)cs3)C2)cc1C (stereo not drawn),-10,-1,2,-2,8,-2,-2.6,-3,6
COc1ccc(NC(=O)c2cccc(-n3c(C)ccc3C)c2)c(OC)c1,-4,16,-6,-10,-16,-2,11,-3,7
CN1CCN(S(=O)(=O)c2ccc(N3CCN(S(=O)(=O)c4cccs4)CC3)nc2)CC1,1,5,17,2,-5,-3,nt,5,2
O=C(COC(=O)c1cc(-c2ccco2)nc2ccccc12)NCc1ccc2c(c1)OCO2,-5,6,11,10,16,-9,-6.8,4,-5
O=C(COC(=O)Cc1ccc(Br)cc1)NC1CCCCCC1,0,-1,-5,2,-2,-4,2.5,-5,-2
Cc1cnc(C(=O)OCC(=O)Nc2sc3c(c2C#N)CCC3)cn1,1,1,8,5,13,-3,-2.3,-4,13
O=C(CSc1nnc(Cc2cccs2)n1C1CCCCC1)N1CCCc2ccccc21,1,0,6,-4,6,5,0.6,0,-3
N#CC1=C(N)N(c2ccc(Oc3ccccc3)cc2)C(=O)C1,-1,-3,5,-3,-4,-3,1.8,-2,14
O=c1oc(CCO)cc2ccc(-c3ccc4[nH]ccc4c3)cc12,nt,nt,-4,5,0,-1,nt,10,nt
COC(=O)c1cc(S(=O)(=O)N2CCN(c3ccccc3F)CC2)c[nH]1,-5,0,2,-2,-1,-1,-0.8,0,1
O=C(N/C(=C/c1ccc(Cl)cc1)C(=O)N1CCCC1)c1ccccc1,0,-1,2,3,-2,1,3.2,-5,-5
CCOc1ccc(N2C(=O)CSC23CCCCC3)cc1,-3,2,-1,4,1,1,3.0,0,2
O=C(CN1C(=O)C2CC=CCC2C1=O)Nc1ccccc1N1CCCC1 (stereo not drawn),-1,-1,-1,-1,-4,-2,-4.0,3,-1
Cc1cc(F)ccc1S(=O)(=O)N1CCCOC1CNC(=O)C(=O)NC1CCCC1 (stereo not drawn),-2,2,-3,6,0,2,-0.4,-5,-3
CCC(=O)NCCNc1ccc([N+](=O)[O-])cn1,-4,-2,-2,-4,-8,-6,0.8,-6,-1
CC(C)(C)S(=O)c1cccs1 (stereo not drawn),-1,0,2,6,5,-4,-1.0,3,0
CC1(C)CC(=O)c2cnc(N3CCN(c4ccccc4)CC3)nc2C1,-2,-4,2,5,2,4,0.7,-1,1
Cc1c(-c2ccccc2)cn2c1-c1ccc(C)n1CC2,-2,49*,32*,0,30,-15,-4.1,1,7
Cc1ccc(CNC(=O)Nc2ccc3c(c2)N(C)C(=O)CS3)cc1,0,-4,7,3,9,-6,-0.9,10,4
CCN1CNC(=S)N(c2ccccc2OC)C1,6,2,2,-4,6,3,nt,7,-4
CC(OC(=O)c1cc(=O)[nH]c2ccccc12)C(=O)NC1CCCC1 (stereo not drawn),nt,nt,0,-1,-4,-9,nt,-4,nt
O=C1COc2ccc(S(=O)(=O)N3CCCCC3)cc2N1,1,1,-1,-3,4,-6,1.2,-2,-1
Cc1onc(-c2ccccc2)c1C(=O)n1nnc2ccccc21,-2,0,6,6,3,0,0.9,-2,-8
CCN1/C(=C/c2ccc3ccc(C)cc3[n+]2CC)Sc2ccccc21,-4,50*,-25,7,-37,-26,nt,-5,-4
C=C1CCC2C(C)(C)[C@H](O)CC[C@@]2(C)[C@@H]1COc1cc(=O)oc2ccccc12 (stereo partly drawn),-3,1,4,0,2,0,3.2,5,-2
CCCc1cc(=O)oc2c(C)c(OC(C)C(=O)NCC(O)c3ccccc3)ccc12 (stereo not drawn),-1,1,1,-5,-1,-2,1.0,0,-5
COc1cccc(C(CNC(=O)C2CCN(C(=O)Nc3ccccc3)CC2)N(C)C)c1 (stereo not drawn),nt,nt,3,2,6,-2,nt,2,nt
CCCOC(=O)c1ccc(NC(=O)CN(C)Cc2cccs2)cc1,2,1,-4,1,-3,2,0.9,-3,-6
O=C(O)COc1ccccc1/C=N/NC(=O)CSc1nc2ccccc2n1Cc1ccccc1Cl,3,0,-9,5,-3,4,-11,-3,-10
N#CCSc1ccccc1NC(=O)COC(=O)CCN1C(=O)C2CC=CCC2C1=O (stereo not drawn),nt,nt,2,-3,7,1,nt,-2,nt
Brc1cc2c(cc1/C=N/Nc1nc3ccccc3s1)OCO2,7,1,2,6,4,0,-0.5,4,-4
COc1ccc(C(=O)C(OC(=O)c2ccccc2)c2ccccc2)cc1 (stereo not drawn),-3,-3,6,8,9,3,-0.1,-3,-1
CC(Oc1ccc(C(=O)c2ccccc2)cc1)C(=O)N1CCOCC1 (stereo not drawn),3,-3,3,2,0,3,0.6,2,5
CCCC1=Nc2cc(C(=O)N3CCCC3)ccc2Sc2ccc(C)cc21,4,-5,6,-7,5,3,-1.0,-2,22
COc1ccc(NC(=O)CSc2nnc(N)s2)cc1,-3,-1,7,-3,0,0,1.2,1,-4
Cc1ccc(CNC(=O)Cn2cncn2)cc1,-3,-12,15,8,3,-2,1.3,5,-2
CCSCc1nnc(SCC(=O)Nc2cccc(SC)c2)n1C,-2,1,3,7,0,-2,1.3,5,-6
COC(=O)[C@H]1C[C@H]1[C@@H](NC(=O)c1ccc[nH]1)c1ccccc1,3,-3,6,-7,7,-2,-1.1,4,4
Cc1nc(-c2ccccc2)nc2[nH]c(C(C)C)cc(=O)c12,-1,0,-3,3,-6,2,-1.2,1,-8

# Compound activity deposited in PubChem BioAssay by several laboratories.
